IMPase Li inh = cell-permeable IMPase inhibitors with lithium potentiation | 0.35% of 210,000 active | Potency, µM (top dose mostly 59.4 µM), for inactives: at the top dose activity, negative = IMPase inhibition, hits mostly inhibitors | CHO-M1 cells, IP1 TR-FRET (IP-One), carbachol + lithium; active = well fitted inhibition curve with a large enough effect; inconclusive = small, poorly fitted or top-dose-only effect; inactive = no such curve, though single readings can be large or run the other way;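 also: IP1 builds up when IMPase is blocked and the TR-FRET signal falls; plate controls were basal vehicle for no effect and high inhibitor control for full effect; nearly all actives have a fitted effect of over 50% in size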
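Readout is a homogeneous TR-FRET IP1 immunoassay (Ex 320, Em 665 and 620), where raised cytosolic IP1 lowers signal. Cells were CHO-M1 treated 30 min at 37C with test compounds plus a little lithium; AC50 values came from Hill-equation fitting.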
Numbers without * were called inactive; ? = inconclusive; [ ] = another dose, or the depositor's remark. Potency is read from the fitted curve at half-maximal effect.

SMILES	IMPase Li inh
CC(=O)NCCNc1ncnc2ccc(-c3ccc4c(c3)OCO4)cc12	-6.2%
COc1ccc(-n2c(=O)cnc3cnc(N4CCN(C)CC4)nc32)cc1	-9.1%
O=c1cnc2cnc(Nc3ccccc3)nc2n1CCc1ccccc1	2.1%
Cn1cc(-c2nc3cnc(N4CCNCC4)nc3n(C3CC3)c2=O)c2ccccc21	9.9%
Cc1ccccc1-c1ccc2ncnc(N3CCN(C)CC3)c2c1	17.4%
COc1ccc2[nH]cc(CCNc3ncncc3-c3cccc(C#N)c3)c2c1	0.3%
c1ccc(CNc2cc(-c3cccnc3)ncn2)cc1	-2.6%
N#Cc1ccccc1-c1ccc2ncnc(NC3CC3)c2c1	0.8%
FC(F)(F)c1ccccc1-c1nccc(N2CCNCC2)n1	1.7%
COc1ccc(-c2nc3cnc(N(C)C)nc3n(CCC#N)c2=O)cc1	-22.0%
COc1ccccc1CNc1cc(-c2cccc(C#N)c2)ncn1	15.5%
N#Cc1ccccc1-c1ccc2ncnc(NCc3ccccc3)c2c1	10.1%
COc1cccc(Nc2ncc3nc(-c4ccc(F)cc4)c(=O)n(C)c3n2)c1	-4.5%
CN(Cc1ccco1)c1ncnc2ccc(-c3cccc(NS(C)(=O)=O)c3)cc12	14.0%
COc1cccc(Cn2c(=O)cnc3cnc(Nc4cccc(OC)c4)nc32)c1	14.3%
N#CCCn1c(=O)c(-c2ccc(F)cc2)nc2cnc(N3CCOCC3)nc21	-11.9%
CS(=O)(=O)Nc1cccc(-c2cncnc2Nc2ccc(F)cc2)c1	6.7%
CN(C)C(=O)c1ccc(-c2cncnc2-n2ccnc2)cc1	-4.9%
CCNc1ncc2nc(-c3cn(C)c4ccccc34)c(=O)n(-c3ccccc3)c2n1	-0.3%
c1cncc(-c2cc(-n3ccnc3)ncn2)c1	7.0%
COc1cccc(-c2nccc(NCc3cccnc3)n2)c1	4.2%
CN(C)c1ccc(-c2cc(N(C)Cc3ccco3)ncn2)cc1	-2.0%
Cc1cccc(CNc2ccnc(-c3cccc(C#N)c3)n2)c1	15.0%
O=c1c(-c2ccc(F)cc2)nc2cncnc2n1Cc1ccccc1	11.3%
Cc1ccccc1-c1cncnc1NCc1cccnc1	11.0%
SMILES	IMPase Li inh
COCCn1c(=O)c(-c2ccccc2)nc2cnc(N(C)C)nc21	?
CCNc1ncc2nc(CCc3ccccc3)c(=O)n(C3CC3)c2n1	2.3%
CN(C)c1ccc(-c2ccc3ncnc(NC4CC4)c3c2)cc1	12.7%
N#Cc1cccc(-c2cncnc2NCc2ccccc2)c1	-6.2%
O=c1cnc2cnc(Oc3cccc(Cl)c3)nc2n1CCc1ccccc1	9.5%
Cc1noc(C)c1-c1nccc(NCc2ccccc2)n1	23.4%
CN(C)Cc1ccccc1-c1nc(NC2CCNCC2)c2ccccc2n1	10.0%
CN(C)c1ncc2nc(-c3cccc(C#N)c3)c(=O)n(C[C@H]3CCCO3)c2n1	-3.9%
COc1ccc(CNc2ncncc2-c2ccccc2C)c(OC)c1	15.2%
Cc1noc(C)c1-c1ccc2ncnc(N3CCOCC3)c2c1	9.0%
O=c1c(-c2cc(F)cc(F)c2)nc2cnc(N3CCOCC3)nc2n1CCc1ccccc1	-2.8%
COc1cccc(-c2nccc(NCc3ccc(OC)cc3OC)n2)c1	13.6%
COc1cccc(-c2cc(NCCc3c[nH]c4ccc(OC)cc34)ncn2)c1	7.7%
COCCn1c(=O)c(C)nc2cnc(Nc3cccc(OC)c3)nc21	2.7%
CC(/C=C/C=C(C)/C=C/C(=O)O)=C\C=C\C=C(C)\C=C\C=C(C)\C=C\C(=O)O	14.0%
COc1cccc(-c2ccc3ncnc(NCCc4c[nH]c5ccc(OC)cc45)c3c2)c1	22.9%
COc1ccc(-n2c(=O)cnc3cnc(N4CCOCC4)nc32)cc1	3.7%
O=c1c(-c2ccc(Cl)cc2)nc2cnc(N3CCNCC3)nc2n1Cc1cccs1	16.6%
COc1ccc(-n2c(=O)c(CCc3ccccc3)nc3cnc(OC)nc32)cc1	5.4%
FC(F)(F)c1ccccc1-c1cc(NCc2cccs2)ncn1	7.4%
COc1cccc(Cn2c(=O)c(-c3cccc(C#N)c3)nc3cnc(N4CCOCC4)nc32)c1	-0.8%
CNc1nc(-c2ccccc2C)nc2ccccc12	5.7%
COc1ccc(CNc2cc(-c3cccc(NS(C)(=O)=O)c3)ncn2)c(OC)c1	17.3%
COc1ccc(-c2nc3cnc(N4CCN(C)CC4)nc3n(C3CC3)c2=O)cc1	5.2%
N#CCCn1c(=O)c(-c2ccccc2)nc2cnc(Nc3ccccc3)nc21	12.4%
SMILES	IMPase Li inh
CN1CCN(c2ncc3nc(-c4cccc(C#N)c4)c(=O)n(Cc4ccc(F)cc4)c3n2)CC1	20.8%
COc1ccc(-c2nc3cnc(N4CCOCC4)nc3n(C3CC3)c2=O)cc1	-9.5%
COc1cccc(-c2ccc3ncnc(NCCN4CCOCC4)c3c2)c1	17.0%
CN(C)c1nc(-c2cccc(NS(C)(=O)=O)c2)nc2ccccc12	-1.7%
CN1CCN(c2ncc3nc(-c4cn(C)c5ccccc45)c(=O)n(-c4ccccc4)c3n2)CC1	1.6%
COc1cccc(Cn2c(=O)c(C)nc3cnc(Nc4cccc(OC)c4)nc32)c1	25.0%
c1ccc(Nc2ncncc2-c2ccoc2)cc1	-1.7%
CNc1nc(-c2cccc(NS(C)(=O)=O)c2)nc2ccccc12	4.1%
CN(C)C(=O)c1ccc(-c2ccc3ncnc(NCCN4CCOCC4)c3c2)cc1	10.5%
O=c1c(CCc2ccccc2)nc2cnc(N3CCOCC3)nc2n1-c1ccccc1	5.0%
CN(C)c1ncc2nc(-c3ccc(F)cc3)c(=O)n(Cc3cccs3)c2n1	-3.5%
CN(C)C(=O)c1ccc(-c2ccc3ncnc(NC4CC4)c3c2)cc1	2.4%
O=c1c(-c2ccccc2)nc2cnc(N3CCOCC3)nc2n1CCc1ccccc1	-13.9%
O=c1c(-c2ccc(F)cc2)nc2cnc(Oc3ccccc3)nc2n1C1CC1	-17.8%
CN1CCN(c2ncc3nc(-c4ccc(F)cc4)c(=O)n(Cc4cccs4)c3n2)CC1	38.0%[activator]
CS(=O)(=O)Nc1cccc(-c2ccc3ncnc(N4CCNCC4)c3c2)c1	14.6%
COCCn1c(=O)c(-c2ccc(F)cc2)nc2cnc(N3CCOCC3)nc21	1.6%
Clc1ccccc1-c1cncnc1NCc1cccs1	5.7%
CCNc1ncc2nc(-c3cc(F)cc(F)c3)c(=O)n(CCc3ccccc3)c2n1	-16.9%
COc1cccc(Cn2c(=O)cnc3cnc(OCc4ccccc4)nc32)c1	8.8%
COc1cccc(-c2cncnc2NCc2ccccc2OC)c1	14.7%
CCNc1ncc2nc(-c3cccs3)c(=O)n(Cc3ccc(F)cc3)c2n1	3.5%
Fc1ccc(Nc2ccnc(-c3ccccc3C(F)(F)F)n2)cc1	6.3%
CN(Cc1ccco1)c1nc(-c2ccc3c(c2)OCO3)nc2ccccc12	18.6%
COc1ccc(CNc2ncncc2-c2cccc(C#N)c2)c(OC)c1	11.6%
SMILES	IMPase Li inh
O=c1c(CCc2ccccc2)nc2cnc(N3CCOCC3)nc2n1CCc1ccccc1	1.3%
COc1ccccc1-c1ccc2ncnc(Nc3ccccc3)c2c1	6.5%
Cc1cnc(CNc2cc(-c3ccc(N(C)C)cc3)ncn2)cn1	19.7%
Cn1c(=O)c(-c2cc(F)cc(F)c2)nc2cnc(N3CCOCC3)nc21	-4.2%
Cc1cccc(CNc2ccnc(-c3ccccc3Cl)n2)c1	7.5%
COCCn1c(=O)c(-c2ccc(F)cc2)nc2cnc(Oc3ccccc3)nc21	5.7%
COc1cccc(-c2nc(NCc3cccnc3)c3ccccc3n2)c1	5.1%
COc1ccc(Oc2ncc3ncc(=O)n(-c4ccc(OC)cc4)c3n2)cc1	8.0%
CN(C)C(=O)c1ccc(-c2cc(N(C)Cc3ccco3)ncn2)cc1	-0.2%
COCCn1c(=O)c(-c2ccccc2)nc2cnc(N3CCOCC3)nc21	-6.2%
COc1cccc(-c2ccc3ncnc(NCc4cnc(C)cn4)c3c2)c1	29.1%
CS(=O)(=O)Nc1cccc(-c2nc(NCc3ccccc3)c3ccccc3n2)c1	24.8%
COc1ccc(-c2nc3cnc(N4CCN(C)CC4)nc3n(Cc3cccc(OC)c3)c2=O)cc1	28.5%
COc1cccc(-c2cc(NCc3ccccc3)ncn2)c1	-10.3%
CN1CCN(c2cc(-c3ccoc3)ncn2)CC1	7.0%
Cc1noc(C)c1-c1nc(N2CCN(C)CC2)c2ccccc2n1	0.6%
COCCn1c(=O)c(C)nc2cncnc21	3.6%
c1nc(NC2CCNCC2)c2cc(-c3ccoc3)ccc2n1	7.6%
COCCn1c(=O)cnc2cnc(N3CCOCC3)nc21	14.8%
Cc1noc(C)c1-c1ccc2ncnc(NCc3cccnc3)c2c1	1.3%
Cn1cc(-c2nc3cnc(N4CCNCC4)nc3n(-c3ccccc3)c2=O)c2ccccc21	3.4%
COCCNc1ncnc2ccc(-c3ccccc3C)cc12	7.0%
COc1cccc(-c2cncnc2N(C)Cc2ccco2)c1	5.8%
COc1ccc2[nH]cc(CCNc3ncncc3-c3ccoc3)c2c1	20.8%
COCCn1c(=O)c(-c2cccc(C#N)c2)nc2cnc(Oc3ccccc3)nc21	8.9%

Two of the compounds above, comma-delimited.
SMILES,IMPase Li inh
Cc1cnc(CNc2cc(-c3ccc(N(C)C)cc3)ncn2)cn1,19.7%
COCCn1c(=O)c(C)nc2cncnc21,3.6%

An excerpt of these results, bar-delimited:
SMILES | IMPase Li inh
CCNc1ncc2nc(-c3cc(F)cc(F)c3)c(=O)n(CCc3ccccc3)c2n1 | -16.9%
COc1cccc(Cn2c(=O)cnc3cnc(OCc4ccccc4)nc32)c1 | 8.8%
COc1cccc(-c2cncnc2NCc2ccccc2OC)c1 | 14.7%
CCNc1ncc2nc(-c3cccs3)c(=O)n(Cc3ccc(F)cc3)c2n1 | 3.5%
Fc1ccc(Nc2ccnc(-c3ccccc3C(F)(F)F)n2)cc1 | 6.3%
CN(Cc1ccco1)c1nc(-c2ccc3c(c2)OCO3)nc2ccccc12 | 18.6%
COc1ccc(CNc2ncncc2-c2cccc(C#N)c2)c(OC)c1 | 11.6%
O=c1c(CCc2ccccc2)nc2cnc(N3CCOCC3)nc2n1CCc1ccccc1 | 1.3%
COc1ccccc1-c1ccc2ncnc(Nc3ccccc3)c2c1 | 6.5%
Cc1cnc(CNc2cc(-c3ccc(N(C)C)cc3)ncn2)cn1 | 19.7%
Cn1c(=O)c(-c2cc(F)cc(F)c2)nc2cnc(N3CCOCC3)nc21 | -4.2%
Cc1cccc(CNc2ccnc(-c3ccccc3Cl)n2)c1 | 7.5%
COCCn1c(=O)c(-c2ccc(F)cc2)nc2cnc(Oc3ccccc3)nc21 | 5.7%
COc1cccc(-c2nc(NCc3cccnc3)c3ccccc3n2)c1 | 5.1%
COc1ccc(Oc2ncc3ncc(=O)n(-c4ccc(OC)cc4)c3n2)cc1 | 8.0%
CN(C)C(=O)c1ccc(-c2cc(N(C)Cc3ccco3)ncn2)cc1 | -0.2%
COCCn1c(=O)c(-c2ccccc2)nc2cnc(N3CCOCC3)nc21 | -6.2%
COc1cccc(-c2ccc3ncnc(NCc4cnc(C)cn4)c3c2)c1 | 29.1%
CS(=O)(=O)Nc1cccc(-c2nc(NCc3ccccc3)c3ccccc3n2)c1 | 24.8%
COc1ccc(-c2nc3cnc(N4CCN(C)CC4)nc3n(Cc3cccc(OC)c3)c2=O)cc1 | 28.5%
COc1cccc(-c2cc(NCc3ccccc3)ncn2)c1 | -10.3%
CN1CCN(c2cc(-c3ccoc3)ncn2)CC1 | 7.0%
Cc1noc(C)c1-c1nc(N2CCN(C)CC2)c2ccccc2n1 | 0.6%
COCCn1c(=O)c(C)nc2cncnc21 | 3.6%
c1nc(NC2CCNCC2)c2cc(-c3ccoc3)ccc2n1 | 7.6%
COCCn1c(=O)cnc2cnc(N3CCOCC3)nc21 | 14.8%
Cc1noc(C)c1-c1ccc2ncnc(NCc3cccnc3)c2c1 | 1.3%
Cn1cc(-c2nc3cnc(N4CCNCC4)nc3n(-c3ccccc3)c2=O)c2ccccc21 | 3.4%
COCCNc1ncnc2ccc(-c3ccccc3C)cc12 | 7.0%

The list goes on:
SMILES	IMPase Li inh
CC(=O)NCCNc1nc(-c2cccc(NS(C)(=O)=O)c2)nc2ccccc12	-1.4%
COc1ccc(-c2nc3cnc(N(C)C)nc3n(C[C@H]3CCCO3)c2=O)cc1	-4.6%
COc1ccc2[nH]cc(CCNc3nc(-c4c(C)noc4C)nc4ccccc34)c2c1	12.6%
c1ccc(Nc2cc(-c3ccoc3)ncn2)cc1	-7.3%
N#Cc1cccc(-c2cc(NCc3ccccc3)ncn2)c1	5.2%
CN(C)C(=O)c1ccc(-c2cncnc2N(C)Cc2ccco2)cc1	8.0%
Cn1c(=O)c(-c2ccccc2)nc2cnc(OCc3ccccc3)nc21	-5.2%
COCCNc1nc(-c2ccccc2OC)nc2ccccc12	4.8%
COc1cccc(Nc2ncc3ncc(=O)n(CCC#N)c3n2)c1	7.3%
COCCn1c(=O)c(-c2cccs2)nc2cnc(N(C)C)nc21	0.5%
Cc1noc(C)c1-c1nc(N(C)C)c2ccccc2n1	-5.4%
c1cncc(-c2ccc3ncnc(NCCN4CCOCC4)c3c2)c1	15.5%
COc1ccccc1-c1cc(NCc2cccc(C)c2)ncn1	4.1%
COc1ccccc1CNc1ncncc1-c1ccccc1Cl	16.6%
CN1CCN(c2ncc3nc(-c4cc(F)cc(F)c4)c(=O)n(Cc4cccs4)c3n2)CC1	12.0%
CC(=O)NCCNc1ncnc2ccc(-c3ccccc3Cl)cc12	-7.0%
Cc1cccc(CNc2ncncc2-c2cccnc2)c1	8.2%
CN1CCN(c2ncc3nc(-c4cccc(C#N)c4)c(=O)n(C)c3n2)CC1	7.8%
CS(=O)(=O)Nc1cccc(-c2ccc3ncnc(Nc4ccccc4)c3c2)c1	27.9%
COc1ncc2ncc(=O)n(C3CC3)c2n1	1.1%

Compound activity from PubChem.

Not all compounds are listed (hit frequency here may not be typical).
